beta cell repl – MIN6 beta-cell proliferation induction | proliferation, % at 10 µM | MIN6 cells proliferation, ATPlite luminescence, 48 h; cells starved in 0.2% serum; 100% = growth in 10% serum | hit rate 0.29% among 330,000;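 active means compounds whose signal lies at least 3.5 SD above the mean of all wells on their plate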;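 further: 0% = DMSO-treated cells in low-serum medium and 100% = 10% serum control; some compounds called inactive have numbers as strong as hits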
APOBEC3G inh – inhibitors of human APOBEC3G DNA deaminase; Q9HC16; recombinant A3G, ssDNA deamination FAM/TAMRA fluorescence; inhibition, % at 20 µM; hit rate 0.28% among 330,000; AID 493012;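 active means inhibition of at least 40% at 20 µM, with no more than 30% in the related APOBEC3A deaminase screen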;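 further: plate controls were DMSO wells with A3G for no effect and wells lacking A3G enzyme for full effect; some compounds called inactive have numbers as strong as hits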
mIAP inh – blocks mouse intestinal alkaline phosphatase | purified mouse IAP, CDP-Star luminescence, 30 min | inhibition, % at 10 µM | hit rate 0.2% among 330,000;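 active means inhibition of at least 40% at 10 µM in the primary screen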;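 further: plate controls were DMSO with enzyme for no effect and no enzyme wells for full effect; values of inactives mirror those of a sister screen read the other way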
hIAP activ – increases human intestinal alkaline phosphatase activity. hit rate 0.16% among 330,000. activation factor at 10 µM. purified human IAP, CDP-Star luminescence, 30 min; active compounds read high; 1 = vehicle-only enzyme, 0 = enzyme-free background. P09923;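 active means activation factor of the enzyme at least 2-fold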; further: the source names both 10 and 20 µM as test concentration; values of inactives mirror those of a sister screen read the other way
Target sequence (P09923 whole entry, looked up): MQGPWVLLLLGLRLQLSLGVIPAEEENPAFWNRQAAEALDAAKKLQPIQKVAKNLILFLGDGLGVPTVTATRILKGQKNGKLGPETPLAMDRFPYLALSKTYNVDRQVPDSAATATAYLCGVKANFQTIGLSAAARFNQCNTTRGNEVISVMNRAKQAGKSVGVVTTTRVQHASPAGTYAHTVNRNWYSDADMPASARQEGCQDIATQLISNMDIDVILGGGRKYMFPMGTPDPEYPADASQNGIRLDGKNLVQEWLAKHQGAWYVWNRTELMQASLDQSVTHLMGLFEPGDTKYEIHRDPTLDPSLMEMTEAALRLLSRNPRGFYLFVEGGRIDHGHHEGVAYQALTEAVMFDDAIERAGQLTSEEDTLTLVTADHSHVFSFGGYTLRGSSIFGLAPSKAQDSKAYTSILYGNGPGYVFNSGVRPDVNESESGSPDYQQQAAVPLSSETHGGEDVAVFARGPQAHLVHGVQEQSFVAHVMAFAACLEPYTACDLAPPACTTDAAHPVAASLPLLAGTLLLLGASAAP
NALP3 yeast inh – blocks the NALP3 inflammasome reconstituted in yeast | Yeast reconstituted NLRP3/ASC/caspase-1, beta-gal luminescence, 24 h | hit rate 0.39% among 330,000 | inhibition, % at 10 µM | AID 2825;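 active means inhibition of 50% or more; inactive means inhibition below 50%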;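 further: plate controls were induced DMSO wells for no effect and uninduced yeast grown without galactose for full effect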
APOBEC3A inh – inhibitors of human APOBEC3A DNA deaminase; P31941; recombinant A3A, FAM/TAMRA ssDNA deamination fluorescence; inhibition, % at 20 µM; hit rate 0.41% among 330,000; AID 493011;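 active means at least 40% inhibition at 20 µM here, with at most 30% in a related deaminase screen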;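 further: plate controls were A3A with DMSO for no effect and wells lacking A3A enzyme for full effect; some results filed as inactive read as strong as hits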
Target sequence (P31941 whole entry, looked up): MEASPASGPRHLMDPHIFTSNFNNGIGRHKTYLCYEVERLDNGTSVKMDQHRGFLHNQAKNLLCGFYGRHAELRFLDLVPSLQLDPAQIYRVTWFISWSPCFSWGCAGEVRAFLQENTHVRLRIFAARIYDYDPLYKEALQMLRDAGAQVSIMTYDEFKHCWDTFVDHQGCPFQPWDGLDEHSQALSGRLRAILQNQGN
mIAP activ – increases mouse intestinal alkaline phosphatase activity; muIAP, CDP-Star luminescence, 30 min; active compounds read high; 1 = vehicle-only enzyme signal, 0 = enzyme-free wells; activation factor at 10 µM; hit rate 0.24% among 330,000;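 active means activation factor of at least 2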; further: the source names both 10 and 20 µM as test concentration; values of inactives mirror those of a sister screen read the other way
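also added = chemiluminescent substrate CDP-Star | test system = mouse IAP enzyme | signal = chemiluminescence readout | compound = DMSO-dissolved test compounds | incubation = 30 min at room temperature | benchmarks = DMSO wells, no-enzyme wells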
SENP1 inh – inhibitors of human SENP1 SUMO protease catalytic domain; AID 624204; inhibition, % at 10 µM; recombinant SENP1 catalytic domain, CyPet-SUMO1-YPet FRET cleavage; Q9P0U3; hit rate 0.21% among 360,000;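 active means inhibition at least 30% at 10 µM, raw YFP signal under a set limit, fluorescence ratio 0.5 to 1.5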;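 further: 0% = enzyme with DMSO and 100% = no enzyme wells; some results filed as inactive read as strong as hits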
Target sequence (Q9P0U3 419-644 limits assumed): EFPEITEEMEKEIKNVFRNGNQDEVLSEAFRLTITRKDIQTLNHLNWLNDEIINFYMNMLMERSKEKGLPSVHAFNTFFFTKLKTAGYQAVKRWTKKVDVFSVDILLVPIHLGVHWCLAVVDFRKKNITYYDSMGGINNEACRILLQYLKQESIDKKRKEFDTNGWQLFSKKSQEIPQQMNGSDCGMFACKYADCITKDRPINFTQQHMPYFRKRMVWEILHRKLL
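Controls: no-enzyme wells low, DMSO-plus-enzyme wells high control. Test system: human recombinant His6-tagged SENP1 catalytic domain enzyme. Reagent: SFCypet-SUMO1-SFYpet FRET protein substrate, 25 nM final. Doses: one dose per compound, 10 µM, 0.5% DMSO. Detection: FRET, CFP and YFP emission. Timing: 50 min reaction at room temperature.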
hIAP inh – blocks human intestinal alkaline phosphatase; P09923; purified IAP, CDP-Star luminescence, 30 min; inhibition, % at 10 µM; hit rate 0.12% among 330,000; AID 2544;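 active means inhibition reaching a set limit with compound at 10 µM in the primary screen, cut at about 35% in these data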;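 further: plate controls were DMSO wells with enzyme for no effect and no-enzyme buffer wells for full effect; values of inactives mirror those of a sister screen read the other way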
* hit, by the source's call.

Value order – beta cell repl | APOBEC3G inh | mIAP inh | hIAP activ | NALP3 yeast inh | APOBEC3A inh | mIAP activ | SENP1 inh | hIAP inh
> COc1ccc(CC(=O)Oc2ccc(F)c(F)c2)cc1S(=O)(=O)N1CCOCC1
    0 | -9 | 0 | 1.1 | 3 | 0 | 1 | 4 | -6
> COc1ccc(C(=O)NCc2ccc3c(c2)cc(C)n3C)cc1
    0 | -8 | 2 | 0.75 | 3 | -5 | 0.98 | -6 | 25
> O=C(CCNS(=O)(=O)c1ccccc1)OCC(=O)c1ccc(Cl)cc1
    -2 | -10 | -13 | 1.1 | 4 | 5 | 1.1 | 0 | -7
> CCOc1ccc(NC(=S)NC(=O)c2c(Cl)cnn2CC)c([N+](=O)[O-])c1
    -6 | -5 | 18 | 0.89 | 19 | 1 | 0.81 | 2 | 11
> COc1ccc2nc(/N=C(\N)NC(=O)Nc3ccccc3)nc(C)c2c1
    0 | -5 | -3 | 0.81 | 9 | 2 | 1 | 0 | 19
> CCNC(=S)N/N=C/c1cccc(/C=N/NC(=S)NCC)c1
    0 | -8 | 9 | 0.99 | 11 | -1 | 0.91 | -2 | 1
> Clc1ccc(CON/C=N/c2ncnc3sccc23)cc1
    -2 | 0 | 5 | 1.2 | 15 | 3 | 0.95 | 2 | -18
> Cc1ccc(Cn2c(SC(C)C(N)=O)nc3ccccc3c2=O)cc1 (stereo not given)
    -1 | -14 | 6 | 0.95 | 2 | -3 | 0.94 | 3 | 5
> COc1ccccc1C1c2[nH]c3ccccc3c2CCN1Cc1ccc(NC(C)=O)s1 (stereo not given)
    -1 | -2 | -1 | 1 | -3 | 0 | 1 | -24 | -2
> Cc1ccc(CC(=O)CCc2ccccc2)cc1
    8 | 2 | 0 | 1.1 | 34 | 6 | 1 | -2 | -6
> Oc1ccccc1/C=N/NC1=NCCCCC1
    1 | -8 | -4 | 1.1 | 7 | -7 | 1 | -43 | -8
> O=C(OCc1csc(-c2ccccc2)n1)C1=NN(c2ccccc2)C(=O)CC1
    -1 | 0 | 2 | 0.92 | 21 | 2 | 0.98 | 0 | 8
> CN(C)c1ccc(C(CNS(=O)(=O)c2ccc([N+](=O)[O-])cc2)N2CCCC2)cc1 (stereo not given)
    -2 | -5 | -3 | 1.2 | 2 | -7 | 1 | 3 | -21
> COCCCNC(=O)CC(NS(=O)(=O)c1ccc(Cl)cc1)c1ccco1 (stereo not given)
    -2 | 11 | -1 | 0.93 | 24 | 8 | 1 | 4 | 7
> COc1ccc(CN2CCNC(=O)C2CC(=O)N2CCCN(C(C)=O)CC2)cc1OC (stereo not given)
    0 | -6 | -3 | 0.89 | 7 | -2 | 1 | 1 | 11
> C/C(=N/NC(=O)c1ccccc1)C1=C(O)CC(C)(C)CC1=O
    1 | -7 | 4 | 1.2 | 18 | -3 | 0.96 | 4 | -16
> Cc1ccc(C)c(NS(=O)(=O)c2ccc(OCC(=O)NCc3cccnc3)cc2)c1
    0 | -6 | 6 | 1.2 | 4 | 0 | 0.94 | 2 | -16
> CCOC(=O)CC(NC(=O)C1c2ccccc2Oc2ccccc21)c1ccc(C)cc1 (stereo not given)
    -1 | -3 | -36 | 1.1 | -3 | 0 | 1.4 | 0 | -12
> CC(=O)Nc1sc(C)c(C)c1C(=O)OCC(=O)N(Cc1ccccc1)C(C)C
    1 | -3 | -4 | 1.1 | 2 | -2 | 1 | 0 | -6
> CN=C1S/C(=C\c2ccc(SC)cc2)C(=O)N1C
    2 | -2 | 6 | 0.84 | 39 | -1 | 0.94 | -4 | 16
> CCOc1ccc(-n2c(Cc3cc(=O)[nH]c(=O)[nH]3)nnc2SCc2cccnc2)cc1
    5 | -7 | 6 | 0.96 | 9 | 0 | 0.94 | 1 | 4
> COc1ccc(OC)c2[nH]c(=O)c(CCNC(=O)c3cc4ccccc4o3)cc12
    0 | -12 | 4 | 0.86 | -1 | -3 | 0.96 | 3 | 14
> S=c1[nH]nc(-c2ccncc2)n1/N=C/C(Cl)=C\c1ccccc1
    -6 | 5 | 4 | 1 | 23 | -3 | 0.96 | 2 | -1
> Cc1ccc(NC(=O)CN2CCc3cc4c(cc3C2)OCCCO4)cc1
    -2 | -8 | -4 | 1.2 | 33 | -3 | 1 | -1 | -22
> O=C(NCc1ccco1)c1ccc(=O)oc1
    1 | 1 | 3 | 1.1 | 23 | 4 | 0.97 | 0 | -8
> COc1ccc(CCCNC(=O)C2CCC(=O)N(CCc3cccc(F)c3)C2)cc1 (stereo not given)
    0 | -1 | -1 | 1 | 11 | 0 | 1 | 3 | -2
> CCOC(=O)C1CCN(C(=O)c2c(C)oc3c2C(=O)c2ccccc2C3=O)CC1
    -6 | -9 | -3 | 0.8 | 27 | -4 | 1 | 6 | 20
> COc1cccc(NC(=O)C2CC(=O)OC23CCOC(C)(C)C3)c1 (stereo not given)
    1 | -6 | 11 | 0.97 | 16 | 1 | 0.89 | 0 | 3
> N#CCC(=O)Nc1ccc(C(=O)N2CCN(S(=O)(=O)c3ccc4ccccc4c3)CC2)cc1
    -1 | -3 | 6 | 1.1 | 15 | 0 | 0.94 | -4 | -14
> CC1CCN(CCC(=O)NN)CC1
    -1 | -3 | 8 | 1.3 | -9 | 0 | 0.92 | 2 | -26

Looked up one by one from the list above (three):
Value order – beta cell repl | APOBEC3G inh | mIAP inh | hIAP activ | NALP3 yeast inh | APOBEC3A inh | mIAP activ | SENP1 inh | hIAP inh
> N#CCC(=O)Nc1ccc(C(=O)N2CCN(S(=O)(=O)c3ccc4ccccc4c3)CC2)cc1
    -1 | -3 | 6 | 1.1 | 15 | 0 | 0.94 | -4 | -14
> COc1ccc(CC(=O)Oc2ccc(F)c(F)c2)cc1S(=O)(=O)N1CCOCC1
    0 | -9 | 0 | 1.1 | 3 | 0 | 1 | 4 | -6
> CCOc1ccc(-n2c(Cc3cc(=O)[nH]c(=O)[nH]3)nnc2SCc2cccnc2)cc1
    5 | -7 | 6 | 0.96 | 9 | 0 | 0.94 | 1 | 4

(listing goes on)
Value order – beta cell repl | APOBEC3G inh | mIAP inh | hIAP activ | NALP3 yeast inh | APOBEC3A inh | mIAP activ | SENP1 inh | hIAP inh
> O=C(NCCC(=O)N1CCN(c2ccccn2)CC1)c1ccc(Cl)cc1
    0 | -8 | 1 | 0.92 | 12 | -6 | 0.99 | 0 | 8
> Cc1nnc(NC(=O)Oc2ccccc2)s1
    0 | -4 | -1 | 1.8 | -1 | 1 | 1 | -1 | -76
> CNC(=O)N(O)C1N(NC(=O)Nc2ccccc2)C(=S)SC1(C)C (stereo not given)
    -2 | -5 | -5 | 1.1 | 3 | -4 | 1 | -2 | -7
> Cc1cccc(N(C(=O)CNC(=O)c2cccs2)C(C(=O)NC2CCCC2)c2cccnc2)c1 (stereo not given)
    2 | -5 | -2 | 0.87 | -6 | -2 | 1 | 2 | 13
> Cc1ccc(NC(=O)CN2C(=O)S/C(=C/c3ccc(O)c([N+](=O)[O-])c3)C2=O)cc1C
    2 | -7 | 23 | 0.72 | 34 | -1 | 0.77 | 2 | 28
> COc1cccc(-c2nc(N3CCCCC3)c3ccccc3n2)c1O
    -5 | -5 | 14 | 0.92 | -18 | 1 | 0.86 | 1 | 8
> CCOC(=O)C1CCCN(S(=O)(=O)c2cccs2)C1 (stereo not given)
    -2 | -3 | -3 | 1.1 | 3 | -4 | 1 | 1 | -8
> Cc1ccc2nc(CSc3nnc4ccccn34)cc(=O)n2c1
    -4 | -2 | -2 | 1.2 | 14 | 2 | 1 | 1 | -21
> Cc1ccccc1CN1CCC(CNC(=O)C2CCCN(c3ncnc4c3nc3n4CCCCC3)C2)CC1 (stereo not given)
    -1 | 0 | -6 | 1.4 | -9 | -2 | 1.1 | -7 | -37
> Cc1cccc(C(=O)Nc2nnc(Cc3c[nH]c4ccccc34)s2)c1
    -3 | -7 | 8 | 1 | 22 | -3 | 0.92 | -45 | -1
> CCN(CCCNC(=O)CN(C)S(=O)(=O)c1cccc2nsnc12)c1ccccc1
    3 | -4 | 5 | 0.81 | -15 | -2 | 0.95 | 3 | 19
> COc1cc(/C=C(/C#N)c2ccc(F)cc2)ccc1Oc1ccc([N+](=O)[O-])cn1
    0 | -2 | 8 | 1.2 | 13 | 0 | 0.92 | 2 | -20
> Cc1ccc2oc(C(=O)N3CCN(C)C[C@@H]3C(C)C)c(C)c2c1
    2 | -7 | 0 | 0.91 | 26 | -5 | 1 | -2 | 10
> Cc1ccc(C(=O)N2CCCC2)cc1Br
    0 | -7 | -10 | 1 | 9 | 0 | 1.1 | 0 | -4
> COC(=O)c1cc(O)cc(OC)c1Oc1cc(C)cc(O)c1C(=O)O
    -7 | 4 | 53* | 0.95 | 1 | 8 | 0.47 | -7 | 5
> O=[N+]([O-])c1cc(S(=O)(=O)N2CCCC2)ccc1NCCCN1CCOCC1
    -1 | 0 | 6 | 0.94 | 20 | 1 | 0.94 | 1 | 6
> Cc1ccc(S(=O)(=O)Nc2nc(C)c(C(=O)NNS(=O)(=O)c3ccccc3)s2)cc1
    1 | -8 | 2 | 0.99 | 17 | 3 | 0.97 | -2 | 1
> COCCNC(=O)CN(Cc1ccccc1)C(=O)CCC(=O)Nc1nccs1
    2 | -5 | -2 | 0.95 | 18 | -2 | 1 | 0 | 5
> COc1ccc(NC(=O)CN(C)CC(=O)NCC(=O)Nc2ccc(F)cc2)cc1
    -1 | -10 | 6 | 0.99 | 17 | -1 | 0.94 | 0 | 1
> CC(C)NC(=S)N1CCN(S(C)(=O)=O)CC1
    0 | -4 | 0 | 0.96 | 8 | 4 | 1 | 3 | 4
> Cc1cnc(C(=O)OCC(=O)NC2CCCC(C)C2C)cn1 (stereo not given)
    -2 | -7 | 2 | 0.97 | 9 | -2 | 0.98 | -5 | 3
> CCOc1cc(C2/C(=C(\O)c3cc(C)ccc3C)C(=O)C(=O)N2CCN(C)C)ccc1O (stereo not given)
    -2 | -5 | -1 | 1.1 | -4 | -2 | 1 | -42 | -12
> O=C(Nc1ccccc1)Nc1cccc(-c2nnco2)c1
    0 | 0 | -30 | 1 | 6 | 1 | 1.3 | 2 | -3
> O=C(CCCc1ccccc1)NC1CCSC1=O (stereo not given)
    2 | -4 | 1 | 0.95 | 13 | -1 | 0.99 | 3 | 5
> NS(=O)(=O)c1ccc(NC(=O)COC(=O)Cc2ccc(Cl)cc2)cc1
    -1 | -3 | 4 | 1 | 10 | 11 | 0.96 | 5 | -2
> CCc1cccc(CC)c1NC(=O)CSc1nnc(C2CC2)n1C
    -3 | -5 | -2 | 0.91 | 5 | -3 | 1 | 3 | 9
> CCC1CCCCN1C(=O)c1noc(C(C)C)c1[N+](=O)[O-] (stereo not given)
    0 | 2 | 7 | 0.88 | 18 | 2 | 0.93 | 2 | 12
> O=c1[nH]c(NCCO)nc2c1C1(CCCC1)Cc1ccccc1-2
    -1 | -3 | 8 | 1.2 | 16 | 12 | 0.92 | 0 | -24

Bioassay records deposited in PubChem by Sanford-Burnham Center for Chemical Genomics.

A portion of the library, so the mix of outcomes need not match the whole.
